# Screening data deposited in PubChem by several laboratories.
# LYP inhibition: inhibition of human PTPN22 tyrosine phosphatase – biochemical, DiFMUP fluorescence, recombinant catalytic domain, 10 µM, primary screen (AID 606). recombinant LYP catalytic domain, DiFMUP fluorescence; higher % means a stronger effect. inhibition, % at 10 µM, or IC50 in µM where a hit was titrated. 52,000 tested, under 10 active;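 active means IC50 under 40 µM in the dose-response test; inactive means IC50 of 40 µM or more, or never dose-tested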
# HPDE-C7 cytotoxicity: HPDE-C7 pancreatic duct cell viability loss – fluorescence, HTS (AID 430). cytotoxicity, % at 10 µM; hits with a dose series show EC50 in µM. HPDE-C7 pancreatic duct cells viability, fluorescence; higher % means a stronger effect. hit rate 1.8% among 63,000;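 further: cells exposed to compound for 48 hours before viability readout; 0% = vehicle and 100% = reference cytotoxic drug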
# Bfl-1 inhibitors: displacement of Bid BH3 peptide from Bfl-1 – biochemical, fluorescence polarization, FITC-Bid, mouse, primary screen (AID 432); hit rate 0.02% among 64,000; one-dose displacement, % at 20 µM; IC50 in µM for titrated hits; FITC-Bid BH3 peptide fluorescence polarization displacement; higher % means a stronger effect; in the data active means a potency from the dose series; inactive means the rest, 99 in 100 with displacement below about 15%; further: strong numbers were not always called active
# DPM-DC inhibit: inhibitors of Streptococcus pneumoniae diphosphomevalonate decarboxylase | purified DPM-DC, PK/LDH coupled NADH fluorescence | calls only at 10 µM | hit rate 0.49% among 65,000 | AID 556;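 active means the 320 compounds with the highest percent inhibition in the single-dose primary screen, excluding strongly autofluorescent ones, cut at about 32% in these data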;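 further: kinetic rate of NADH fluorescence loss reporting ADP formed by the decarboxylase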
# Spn MK inh: inhibitors of Streptococcus pneumoniae mevalonate kinase; purified MK, PK/LDH-coupled NADH absorbance 340 nm; AID 555; hit rate 0.48% among 65,000; inhibition, % at 10 µM;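 active means ranked among the strongest by inhibition in the single 10 µM screen, a fixed top-ranked set picked for dose follow-up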; further: no value below 0 was filed
# Alkaline phosphatase: human TNAP enzyme inhibitors, biochemical, luminescent (AID 518); purified TNAP enzyme, luminescent substrate readout; higher % means a stronger effect; inhibition, % at 20 µM; hits with a dose series show IC50 in µM; hit rate 0.09% among 64,000; in the data active means a potency from the dose series; inactive means the rest, 99 in 100 with inhibition below about 22%;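 further: plate controls were vehicle for no effect and reference inhibitor for full effect; many of its hits are not listed in these tables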
# Spn PMK inh: inhibitors of Streptococcus pneumoniae phosphomevalonate kinase; purified PMK, PK/LDH-coupled NADH absorbance 340 nm; inhibition, % at 10 µM; hit rate 0.49% among 65,000;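 active means top-ranked compounds by inhibition in the single 10 µM screen, taking a fixed number of the strongest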;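 further: 0% = full reaction with DMSO carrier and 100% = background rate without enzyme reaction; no value below 0 was filed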
# KRASV12 cytotoxicity: cytotoxicity in KRAS-transformed pancreatic duct cells, primary screen, cell-based, fluorescence, HTS (AID 431); HPDE-C7K KRASV12 cells, Alamar Blue viability, 48 h; higher % means a stronger effect; cytotoxicity, % at 10 µM, or EC50 in µM where a hit was titrated; hit rate 1.7% among 63,000;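 active means compounds whose percent cytotoxicity in the single-dose primary screen, scaled between solvent and toxic-drug controls, exceeds 50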;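 further: 0% = DMSO solvent wells and 100% = doxorubicin-treated wells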
# HT1080 viability: HT1080 cell viability loss – fluorescence readout (AID 620); hit rate 0.42% among 87,000; cytotoxicity, % at 10 µM; hits with a dose series show EC50 in µM; HT1080 viability, fluorescence; higher % means a stronger effect;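 further: cells exposed to compound overnight then 4 h with Alamar Blue; 0% = vehicle DMSO and 100% = killing control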
# Spn PMK inh pilot replicates: second read-out of Spn PMK inh, no call of its own (marks repeat the call); inhibition, %; measured here: pilot screen replicates
# Spn MK inh pilot replicates: further read-out of Spn MK inh, marked with its call; inhibition, %; measured here: pilot screen replicates
# DPM-DC inhibit pilot screen %: further read-out of DPM-DC inhibit, marked with its call; inhibition, %; measured here: pilot screen trials
# Numbers without * were called inactive; i = inactive; x = no result given; + = active, no number. Unless noted, no stated cut-off is given here; in the data, active means cytotoxicity above about 50%; inactive means the rest. Outcome played no part in choosing rows; about 3.5% have a hit in one of these screens.
SMILES,LYP inhibition,HPDE-C7 cytotoxicity,Bfl-1 inhibitors,DPM-DC inhibit,Spn MK inh,Alkaline phosphatase,Spn PMK inh,KRASV12 cytotoxicity,HT1080 viability,others
Cc1ccc2oc(C(=O)Nc3c(C)n(C)n(-c4ccccc4)c3=O)c(C)c2c1,2%,-7%,-7%,i,10,23%,7,4%,-1%,Spn PMK inh pilot replicates=3.5;Spn MK inh pilot replicates=0.0;DPM-DC inhibit pilot screen %=0.0
CCCCC(=O)Nc1ncc(Br)s1,11%,10%,-3%,i,11,0%,5,12%,10%,
O=C(Nc1ccc2c(c1)OCO2)Nc1cnccn1,1%,x,0%,i,9,8%,8,x,8%,
C=C(C)CSc1nnc(-c2ccc(OC)c(OC)c2)n1N,-7%,x,-2%,i,2,5%,0,x,-3%,
Cc1ccc(S(=O)(=O)Nc2cccc3ncccc23)s1,x,11µM*,3%,i,0,-14%,9,10µM*,55%*,
Cc1nc2c(F)c(F)c(C(F)(F)F)c(F)c2[nH]1,16%,x,-4%,i,4,4%,10,x,15%,
CCN(CC)S(=O)(=O)c1csc(C(=O)Nc2ccccn2)c1,6%,-7%,-8%,i,0,1%,0,-10%,3%,
O=C1C2C3C=CC(C3)C2C(=O)N1c1ccc2c(c1)CCC2 (stereo not drawn),x,-6%,0%,i,0,7%,9,-4%,-8%,
Cc1nc2ncnn2c(N2CCN(c3cccc(C(F)(F)F)c3)CC2)c1C,1%,4%,-1%,i,0,10%,19,0%,6%,
Cn1nnc(NC(=O)CSc2nnnn2-c2ccc(F)cc2)n1,21%,1%,2%,i,2,6%,5,4%,-5%,
Cc1cccc(Nc2n[nH]c(=S)s2)c1C,x,-10%,0%,+,54*,10%,0,-5%,6%,
Cc1cc(C(=O)OCc2nnc(-c3ccccc3)o2)c(C)n1-c1ccccc1,x,-12%,4%,i,14,3%,0,-13%,0%,
COc1ccc(N2CCN(CC(=O)N3CCC(C)CC3)CC2)cc1,x,-12%,-7%,i,18,4%,6,-7%,-2%,
Cc1cc(Cl)ccc1N1C(=O)CC(SCCC(=O)O)C1=O (stereo not drawn),5%,-3%,-1%,i,10,0%,4,0%,6%,
CCc1nccn1S(=O)(=O)c1ccc2ccccc2c1,6%,-12%,-2%,i,6,9%,13,-19%,-8%,
Cc1onc(-c2ccccc2)c1C(=O)NC(CC(=O)O)c1ccc(OC(C)C)cc1 (stereo not drawn),9%,-10%,5%,i,0,7%,3,-1%,3%,
O=c1nc(N2CCOCC2)ccn1-c1nc(-c2ccccc2)oc1-c1ccccc1,-5%,-2%,0%,i,6,4%,16,0%,-2%,
CC1CCCCC1NS(=O)(=O)c1ccc(S(=O)(=O)N2CCCC2)cc1 (stereo not drawn),-5%,-17%,-2%,i,6,6%,6,-11%,39%,
O=C(CN1CCOc2ccccc21)NCc1ccc(F)cc1,x,-4%,4%,i,2,4%,0,2%,-3%,
CCOC(=O)c1c(C)oc2c1c(/C=N/c1ccccn1)c(O)c1ccccc12,10%,1%,-54%,i,1,30%,14,4%,-2%,
COC(=O)CN(c1nc(C)c(Cl)c(OC)n1)S(=O)(=O)c1ccc(C)cc1,x,19%,4%,i,2,14%,12,-3%,7%,Spn PMK inh pilot replicates=2.5;Spn MK inh pilot replicates=0.0;DPM-DC inhibit pilot screen %=0.0
Cc1cccc(COc2ccc(/C(O)=C3\C(=O)C(=O)N(CCN(C)C)C3c3ccncc3)cc2)c1 (stereo not drawn),1%,4%,1%,i,2,12%,6,1%,20%,Spn PMK inh pilot replicates=1.5;Spn MK inh pilot replicates=3.5;DPM-DC inhibit pilot screen %=2.5
O=S(=O)(NC1CCN(Cc2ccccc2)CC1)c1cccc2cccnc12,12%,-8%,-7%,i,6,13%,18,-1%,3%,
COc1ccccc1NS(=O)(=O)c1ccc(NC(=O)CCNC(=O)c2ccco2)cc1,0%,-9%,2%,i,3,7%,13,-2%,-1%,
Cc1n[nH]c(C)c1S(=O)(=O)N1CCCC(C(=O)N2CCN(c3ccc(Cl)cc3)CC2)C1 (stereo not drawn),x,2%,-11%,i,0,7%,13,11%,7%,
CSc1c(CC(=O)NCCO)n(C)c2ccccc12,1%,-8%,0%,i,3,17%,7,1%,4%,Spn PMK inh pilot replicates=0.0;Spn MK inh pilot replicates=0.0;DPM-DC inhibit pilot screen %=2.5
COC(=O)c1ccc2c(=O)n(Cc3ccc4c(c3)OCO4)c(SCC(=O)N3CCCC3)nc2c1,11%,52%*,-5%,i,6,8%,16,27%,3%,
CC1CCCCC1NC(=O)CN1CCC(O)(c2ccc(F)cc2)CC1 (stereo not drawn),-7%,-6%,1%,i,6,5%,0,0%,2%,
CCOc1cc(C)c(Cl)cc1S(=O)(=O)N1CCCC1,8%,4%,-11%,i,4,8%,3,2%,5%,
CC(C)CNC(=O)CN(C1CCCCC1)S(C)(=O)=O,12%,1%,-3%,i,16,7%,4,-10%,2%,
O=C(Cn1cnc2c(cnn2-c2ccccc2)c1=O)NCc1ccccc1,18%,1%,7%,i,0,0%,3,0%,-2%,
CCC(C)NC(=O)c1c(N)n(/N=C/c2ccccn2)c2nc3ccccc3nc12 (stereo not drawn),-5%,4.7µM*,-1%,i,0,8%,2,6.4µM*,8%,
COc1cccc(C(=O)N2CCN(S(=O)(=O)Cc3ccccc3)CC2)c1,x,-2%,-10%,i,8,6%,0,2%,1%,
C[C@H](NC(=O)OC(C)(C)C)C(=O)NCC1CCC(C(=O)O)CC1 (stereo partly drawn),12%,-9%,5%,i,7,2%,6,0%,4%,Spn PMK inh pilot replicates=2.0;Spn MK inh pilot replicates=5.0;DPM-DC inhibit pilot screen %=0.0
Cc1occc1-c1nnc(SCC(=O)NCc2cccs2)n1CC1CCCO1 (stereo not drawn),1%,4%,1%,i,2,2%,7,-8%,9%,
O=C(Oc1ccc2c(c1)OCC2=O)c1ccccc1,12%,7%,4%,i,8,5%,3,-2%,-2%,
C=CCOc1ccc(/C(O)=C2\C(=O)C(=O)N(CCOC)C2c2cccnc2)cc1 (stereo not drawn),11%,-11%,-2%,i,1,3%,0,-14%,2%,Spn PMK inh pilot replicates=3.0;Spn MK inh pilot replicates=0.0;DPM-DC inhibit pilot screen %=4.5
COc1cccc(-c2nc(CS(=O)CC(=O)NCc3ccc4c(c3)OCO4)c(C)o2)c1 (stereo not drawn),-7%,4%,3%,i,3,3%,6,9%,-4%,
COc1cccc(-n2cc3c(=O)n(C)c(=O)n(C)c3c2)c1,x,1%,8%,i,9,2%,9,3%,-5%,
O=C(Cc1cccs1)N1CCN(C(=O)C2CCCO2)CC1 (stereo not drawn),7%,-2%,-3%,i,10,0%,7,2%,-4%,
CC(=O)N1CSCC1C(=O)O (stereo not drawn),x,-12%,10%,i,11,7%,7,-5%,-7%,
OC(COCC1CC=CCC1)Cn1cnc2ccccc21 (stereo not drawn),x,-9%,-7%,i,0,6%,11,-15%,6%,
COc1cccc(Cn2nnc(C(=O)NCc3ccccc3Cl)c2N)c1,-13%,6%,-6%,i,2,7%,6,11%,-7%,
c1coc(CNc2nc3sc4c(c3c3ncnn23)CCCC4)c1,4%,-6%,-7%,i,2,10%,0,4%,7%,
COc1ccc(NC(=O)c2cc(C3CC3)on2)c(OC)c1,6%,8%,0%,i,9,18%,6,10%,3%,Spn PMK inh pilot replicates=1.5;Spn MK inh pilot replicates=12;DPM-DC inhibit pilot screen %=0.0
CC(C)C1N(c2ccccc2)C(N)=C(C#N)C1(C#N)C#N (stereo not drawn),4%,-2%,-11%,i,10,12%,7,2%,-6%,
CCOC(=O)N1CCN(C(=O)c2oc3ccc(S(=O)(=O)N4CCCCC4)cc3c2C)CC1,10%,14%,-5%,i,0,4%,22,11%,1%,
CCC1(CC)NC(=O)N(CC(=O)OCC(=O)Nc2cc(C)ccc2C)C1=O,6%,-17%,3%,i,0,5%,12,-5%,3%,
CCCn1c(NCc2cccc(OC)c2O)nc2ccccc21,10%,-7%,-1%,i,0,-3%,0,2%,4%,
Cc1c(NC(=O)c2cnn3c2NC(c2ccco2)CC3C(F)(F)F)c(=O)n(-c2ccccc2)n1C (stereo not drawn),2%,-19%,-3%,i,0,6%,3,-14%,0%,Spn PMK inh pilot replicates=2.5;Spn MK inh pilot replicates=0.0;DPM-DC inhibit pilot screen %=0.0
CC1(C)CC(=O)C2=C(C1)Nc1ccccc1NC2c1cccnc1 (stereo not drawn),-1%,-2%,5%,i,8,-3%,20,-20%,-1%,
COc1ccc(/C(O)=C2/C(=O)C(=O)N(CCCC(=O)O)C2c2ccc(OC)c(OC)c2)cc1 (stereo not drawn),6%,2%,0%,i,9,6%,16,-1%,-7%,
Cc1noc(C)c1CSc1nc2ccccc2n1C,-6%,3%,-5%,i,7,4%,10,4%,0%,
COCCOC(=O)C1=C(C)OC(N)=C(C#N)C1c1ccco1 (stereo not drawn),14%,14%,4%,i,0,29%,0,-4%,6%,
CSc1cccc(NC(=O)Cn2cccc2)c1,0%,-14%,-9%,i,4,10%,6,-18%,-1%,
O=C(c1ccco1)N1CCN(c2c(-c3ccccc3)c3cc(Cl)ccc3[nH]c2=O)CC1,-15%,84%*,3%,i,8,12%,10,82%*,5%,Spn PMK inh pilot replicates=5.0;Spn MK inh pilot replicates=1.5;DPM-DC inhibit pilot screen %=6.0
Cc1ccc(C(=O)Nc2ccccc2N2CCN(C(=O)C(C)C)CC2)cc1C,10%,-15%,-9%,i,3,6%,15,-8%,-1%,
O=C1[C@@H]2Cc3ccccc3CN2C(=O)N1c1cccc(F)c1,x,-3%,-5%,i,14,3%,14,-8%,-2%,
COc1ccc(C2C(C(=O)Nc3cccnc3)=C(C)Nc3nc(-c4cccs4)nn32)cc1OC (stereo not drawn),12%,-4%,-5%,i,0,16%,0,-2%,7%,Spn PMK inh pilot replicates=0.0;Spn MK inh pilot replicates=0.0;DPM-DC inhibit pilot screen %=1.5

# Some of these compounds in order of molecular weight, high to low:
SMILES,LYP inhibition,HPDE-C7 cytotoxicity,Bfl-1 inhibitors,DPM-DC inhibit,Spn MK inh,Alkaline phosphatase,Spn PMK inh,KRASV12 cytotoxicity,HT1080 viability,others
COc1ccc(C2C(C(=O)Nc3cccnc3)=C(C)Nc3nc(-c4cccs4)nn32)cc1OC (stereo not drawn),12%,-4%,-5%,i,0,16%,0,-2%,7%,Spn PMK inh pilot replicates=0.0;Spn MK inh pilot replicates=0.0;DPM-DC inhibit pilot screen %=1.5
O=c1nc(N2CCOCC2)ccn1-c1nc(-c2ccccc2)oc1-c1ccccc1,-5%,-2%,0%,i,6,4%,16,0%,-2%,
CCOc1cc(C)c(Cl)cc1S(=O)(=O)N1CCCC1,8%,4%,-11%,i,4,8%,3,2%,5%,
CCc1nccn1S(=O)(=O)c1ccc2ccccc2c1,6%,-12%,-2%,i,6,9%,13,-19%,-8%,
